Screening data deposited in PubChem BioAssay by Icahn School of Medicine at Mount Sinai.
RBX1-CUL1 inh – inhibitors of human ROC1-CUL1 ubiquitin ligase activity. in vitro K48 di-Ub FRET, acceptor:donor ratio, 45 min. inhibition, % at 10 µM. 140,000 tested, 0.6% active; in the data active = inhibition above about 25%
Target sequence (P62877 whole entry, looked up): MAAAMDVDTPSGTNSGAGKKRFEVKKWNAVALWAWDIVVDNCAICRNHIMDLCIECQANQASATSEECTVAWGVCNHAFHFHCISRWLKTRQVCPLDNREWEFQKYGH
Target sequence (Q13616 whole entry, looked up): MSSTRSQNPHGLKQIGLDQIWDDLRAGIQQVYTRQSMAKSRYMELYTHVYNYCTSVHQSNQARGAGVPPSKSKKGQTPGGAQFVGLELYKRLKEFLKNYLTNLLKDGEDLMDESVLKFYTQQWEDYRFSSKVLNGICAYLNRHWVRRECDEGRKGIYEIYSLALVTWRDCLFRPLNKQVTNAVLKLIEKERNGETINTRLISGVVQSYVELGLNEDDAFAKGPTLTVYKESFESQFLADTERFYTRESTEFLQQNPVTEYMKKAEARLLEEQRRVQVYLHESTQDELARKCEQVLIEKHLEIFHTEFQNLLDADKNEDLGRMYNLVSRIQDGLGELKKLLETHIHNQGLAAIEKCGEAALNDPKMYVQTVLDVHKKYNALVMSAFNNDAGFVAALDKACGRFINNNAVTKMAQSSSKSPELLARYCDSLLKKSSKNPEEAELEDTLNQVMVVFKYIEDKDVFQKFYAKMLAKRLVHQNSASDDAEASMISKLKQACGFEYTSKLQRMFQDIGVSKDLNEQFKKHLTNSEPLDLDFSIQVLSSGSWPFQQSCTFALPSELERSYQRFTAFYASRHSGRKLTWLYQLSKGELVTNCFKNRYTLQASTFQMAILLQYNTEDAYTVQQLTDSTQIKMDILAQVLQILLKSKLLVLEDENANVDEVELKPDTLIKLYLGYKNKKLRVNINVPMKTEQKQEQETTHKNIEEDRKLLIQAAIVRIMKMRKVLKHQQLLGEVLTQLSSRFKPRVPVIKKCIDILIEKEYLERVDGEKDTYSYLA
* = called active by the depositor. Not all compounds are listed (hit frequency here may not be typical).

No.	Structure	RBX1-CUL1 inh
1	O=C(NCCc1ccc(Cl)cc1)c1ccc2nc(CCc3ccccc3)oc2c1	-1
2	O=C(CCC(=O)c1ccc(Oc2ccccc2)cc1)Nc1ccc(Cl)cc1Cl	-3
3	Cc1ccccc1NS(=O)(=O)c1ccc(O)c(C(=O)O)c1	-2
4	CCOc1ccc2cc(C(O)C3CCCCC3)ccc2c1 (stereo not given)	1
5	O=C1C(=O)N(Cc2cccnc2)C(c2cccc(OCc3ccccc3)c2)C1C(=O)c1ccc(F)cc1 (stereo not given)	7
6	Cn1c(CN2CCC(N3CCCC(C(=O)NC4CC4)C3)CC2)nc2ccccc21 (stereo not given)	2
7	O=C(CCC1CCCC1)NC1CCCCC1	-4
8	COc1cc(C2c3cc4c(cc3OC(=N)C2C#N)OCO4)ccc1OCc1ccc(C)cc1 (stereo not given)	2
9	O=C(CSc1nc2ccccc2nc1Cc1ccccc1)N1CCCc2ccccc21	11
10	CCC(Sc1nc2ccncc2[nH]1)C(=O)Nc1ccc(F)cc1 (stereo not given)	-10
11	COc1cccc(CC2CN(C3CCC3)CCO2)c1 (stereo not given)	-4
12	Cc1c(Br)c(C(=O)NCc2ccccn2)nn1C	4
13	CCCCN1C(=O)C(NC(=O)C2CC2)(C(F)(F)F)C2=C1CC(C)(C)CC2=O (stereo not given)	-15
14	CCC(C)(C)c1ccc(OCC(=O)Nc2nccs2)cc1	-3
15	CCOc1ccccc1N(CC(=O)NCCc1ccc(OC)cc1)S(C)(=O)=O	7
16	Cc1ccc(NC(=O)Cn2c(-c3nonc3N)nc3ccccc32)cc1Cl	0
17	CN(CC1CCCN(CCc2ccccc2F)C1)C(=O)CN1C(=O)CSC1=O (stereo not given)	7
18	CC(C)Cn1c(SCC(=O)c2ccc(Cl)cc2)nc2ccccc2c1=O	-9
19	Cc1ccccc1OCC(=O)Nc1ccc2nc(SCC(=O)N(C)c3ccccc3)sc2c1	-1
20	CCCc1nn(C)c(C(=O)Nc2cccc(C(C)=O)c2)c1Cl	0
21	COc1ccc2c(c1)CC(C(=O)Nc1cccc(C)c1C)CO2 (stereo not given)	-13
22	CCN(C(=O)Cn1cnc2c1c(=O)n(C)c(=O)n2C)c1ccccc1C	2
23	Fc1ccc(/C=C2\CCCC3C2=NC(=S)NC3c2ccc(F)cc2)cc1 (stereo not given)	13
24	CS(=O)(=O)Nc1ccccc1-n1cccc1	-12
25	O=C(c1ccc(N2CCCO2)nc1)N1CCC(CCc2ccccc2)CC1	5
26	COc1ccc(NC(=O)c2ccsc2)cc1OC	7
27	Cc1ccccc1CS(=O)(=O)NCc1ccccc1	5
28	COc1ccc(-n2c(-c3ccco3)nc3c(cnn3-c3ccccc3Cl)c2=O)cc1	3
29	O=C(c1ccccc1NS(=O)(=O)c1cccs1)N1CCCC1	0
30	CCc1nnc(NS(=O)(=O)c2ccc(N=CC3C(=O)N(c4ccc(Cl)c(OC)c4)N=C3C)cc2)s1 (stereo not given)	-1

Exported field by field: entries from further up.
24) CS(=O)(=O)Nc1ccccc1-n1cccc1
- RBX1-CUL1 inh: -12
25) O=C(c1ccc(N2CCCO2)nc1)N1CCC(CCc2ccccc2)CC1
- RBX1-CUL1 inh: 5
26) COc1ccc(NC(=O)c2ccsc2)cc1OC
- RBX1-CUL1 inh: 7
27) Cc1ccccc1CS(=O)(=O)NCc1ccccc1
- RBX1-CUL1 inh: 5

The list continues.
No.	Structure	RBX1-CUL1 inh
31	Cc1ccc(OC(C)C(=O)Nc2cccnc2Cl)cc1 (stereo not given)	1
32	COc1ccccc1NC(=O)Nc1ccc(Cl)cc1F	-6
33	COc1cc(CN2CCC(c3nc(-c4ccncc4)ncc3-c3cccc(C)c3)CC2)ccc1F	0
34	COCCNC(=O)C1CCN(C(=O)c2cc3sccc3n2Cc2ccc(Cl)cc2)CC1	5
35	Cc1ccccc1CNC(=O)C(C)n1nc(C)n2c(cc3occc32)c1=O (stereo not given)	-3
36	CCOc1ccc(CNCc2c(C(=O)O)n(Cc3ccccc3C)c3cc(OC)ccc23)cc1OC	-1
37	CCCCOc1ccc(N=C(CC)C(CC)=Nc2ccc(OCCCC)cc2)cc1	-7
38	CCCCC(=O)Nc1ccc(Cl)cc1	-5
39	CC(C)Oc1ccc(NCC(=O)Nc2ccc(F)cc2)cc1	-8
40	COc1ccc(-c2cc(-c3ccc(C)cc3)nc3sc(C(=O)Nc4ccccc4C(F)(F)F)c(N)c23)cc1OC	3
41	CCOc1ccc(CCNC(=O)c2cnc3sc(N4CCCCCC4)nn3c2=O)cc1	-3
42	CN(Cc1ccccc1)c1ncccc1CNC(=O)Cn1cccn1	4
43	CC(C)CN1N=C(C(C)(C)C)Cn2c1nc1c2c(=O)n(C)c(=O)n1C	-9
44	Cc1cc(S(=O)(=O)NC2CC(C)(C)NC(C)(C)C2)c(Cl)cc1Cl	3
45	CCOc1cc(CNn2cnnc2)cc(Cl)c1OCC(=O)NC(C)(C)C	-7
46	CCCn1c(=O)c2c(nc3n2C(C)C(C)=NN3CCOC)n(C)c1=O (stereo not given)	8
47	CCc1ccc(NC(=O)Cn2c(=O)n(CCCCC(=O)NCc3ccccc3Cl)c(=O)c3ccccc32)cc1	4
48	Cc1ccc(NC(=O)C2CCCN(S(=O)(=O)c3cccc4cccnc34)C2)cc1 (stereo not given)	-6
49	CC(C)(C)c1ccc(Cn2c(N=Cc3ccccc3Cl)nc3ccccc32)cc1	-11
50	COc1ccccc1NC(=O)Cn1c(=O)n(Cc2cccs2)c(=O)c2cccnc21	-8
51	CCCCOc1ccc(C2CC(=O)C3C(=Nc4ccccc4N(C(=O)C(F)(F)F)C3c3ccccc3)C2)cc1 (stereo not given)	0
52	O=C1c2ccccc2N(c2ccccc2)C(=O)C1(Cl)c1ccccc1 (stereo not given)	-2
53	CCCCCSc1nnc(-c2ccc(Br)cc2)o1	-5
54	CCOC(=O)N1CCC2(CC1)OC(=O)C(C)=C2C(=O)NCc1cccc(OC)c1	-9
55	CC(C)Cn1cc(C(=O)NCC2OCCc3ccccc32)c(=O)c(C(=O)N2CCCCCC2)c1 (stereo not given)	-5
56	CNC(=O)CN1C(=O)COc2ccc(S(=O)(=O)N3CCCCCC3)cc21	-6
57	C/C(=N\NC(=O)CNc1cccc(Cl)c1C)c1cccs1	5
58	Cc1ccc2c(c1)c1c3n2CCN(CC(O)CN2CCN(C)CC2)C3CCC1 (stereo not given)	3
59	CCOc1ccc(OCc2ccc(C(=O)Nc3cc(OC)c(OC)c(OC)c3)o2)cc1	4
60	CCC1C(=O)NCCN1Cc1cnc(S(=O)(=O)C(C)C)n1Cc1ccccc1F (stereo not given)	-8

Of the compounds above, these contain a furan ring, fused or not:
No.	Structure	RBX1-CUL1 inh
28	COc1ccc(-n2c(-c3ccco3)nc3c(cnn3-c3ccccc3Cl)c2=O)cc1	3
35	Cc1ccccc1CNC(=O)C(C)n1nc(C)n2c(cc3occc32)c1=O (stereo not given)	-3
59	CCOc1ccc(OCc2ccc(C(=O)Nc3cc(OC)c(OC)c(OC)c3)o2)cc1	4

Back to the main list; the five compounds before the break are reprinted first.
No.	Structure	RBX1-CUL1 inh
56	CNC(=O)CN1C(=O)COc2ccc(S(=O)(=O)N3CCCCCC3)cc21	-6
57	C/C(=N\NC(=O)CNc1cccc(Cl)c1C)c1cccs1	5
58	Cc1ccc2c(c1)c1c3n2CCN(CC(O)CN2CCN(C)CC2)C3CCC1 (stereo not given)	3
59	CCOc1ccc(OCc2ccc(C(=O)Nc3cc(OC)c(OC)c(OC)c3)o2)cc1	4
60	CCC1C(=O)NCCN1Cc1cnc(S(=O)(=O)C(C)C)n1Cc1ccccc1F (stereo not given)	-8
61	CCOC(=O)c1c(SC)nn2c(=O)n(-c3ccc(OC)cc3)nnc12	1
62	COc1ccc(C2C3=C(N=c4s/c(=C/c5ccc(-c6cc(C(=O)O)ccc6C)o5)c(=O)n42)c2ccccc2CC3)cc1 (stereo not given)	23
63	COc1cccc(NC(=O)CN2C(=O)c3cccc4cccc2c34)c1	3
64	COc1ccccc1-c1nc(S(=O)(=O)c2ccc(Cl)cc2)c(N2CCCCCC2)o1	0
65	Cc1cnc2c(N)nc(N)nc2n1	3
66	CCOc1cc(/C=C2\N=C(c3ccccc3)OC2=O)ccc1OCCOc1cccc(OC)c1	1
67	CSc1cc(C)n(Cc2ccccc2)c(=S)c1C(C)=O	-3
68	CC(=O)N1CCN(C2CC(=O)N(c3ccccc3)C2=O)CC1 (stereo not given)	8
69	CCN(CC)CCCNc1oc(/C=C/c2ccc(OC)c(OC)c2)nc1C#N	-1
70	CC(C)(C)NC(=O)c1ccccc1NC(=O)c1ccc2c(c1)OCO2	-8
71	c1ccc(-c2c[n+]3ccsc3[nH]2)cc1	5
72	CCOC(=O)c1ccccc1NC(=O)CSc1nnc(CC)n2c1cc1occc12	0
73	O=C(CSc1nc2ccccc2[nH]1)N1CCN(C(c2ccccc2)c2ccccc2)CC1	3
74	CC(=O)Oc1c(C)c(=O)n(C)c2ccccc12	-4
75	CCS(=O)(=O)c1c(S(=O)(=O)CC)c2c3ccccc3ccn2c1C(=O)c1cc(C)cc(C)c1	9
76	Cc1ccnn1CCC(=O)N1CCC2(CCCN(CC(C)(C)C)C2)C1 (stereo not given)	2
77	COc1ccccc1/C=C/c1nn2c(-c3ccncc3)nnc2s1	-1
78	CC(C)c1ccc2[nH]c3c(c2c1)CCC/C3=N\N	5
79	O=C(Cc1ccsc1)N1CCC(Cn2cc(CCO)nn2)CC1	-1
80	O=C(O)CN1C(=O)/C(=C\c2ccccc2Sc2ccc(Cl)cc2)SC1=S	103*
81	CCCSC1=NC(=O)C(C(c2ccc(OC)c(O)c2)C2C(=O)N=C(SCCC)N(C)C2=O)C(=O)N1C (stereo not given)	-9
82	COc1cccc(NC(=O)C2CCCN(c3ncnc4onc(C)c34)C2)c1 (stereo not given)	2
83	Cc1ccc(OCC(COCc2ccccc2)NC(C)C)cc1 (stereo not given)	6
84	CCOc1ccccc1C(=O)Nc1cccc2ccc(C)nc12	-1
85	Cc1ccc(C)c(N2CCN(C3=C(c4ccccc4)C(=O)c4ccccc43)CC2)c1	5
86	CC(Oc1ccccc1F)C(=O)N1CCC(c2nc3ccccc3o2)CC1 (stereo not given)	-18
87	Cc1ccc(S(=O)(=O)NCCc2nnc3ccc(SCC(=O)Nc4ccc(F)cc4F)nn23)cc1	7
88	O=C(NCc1ccccc1Br)c1ccc(-n2cnc3cccnc32)cc1	-3
89	c1ccc(-n2cccc2CNC2CCCCC2)cc1	0
90	CCCc1[nH]nc2c1C(c1ccc(OC(F)(F)F)cc1)C(C#N)C(=N)O2 (stereo not given)	-15
91	COc1cccc(C(=O)Nc2cccc(OCc3cc(=O)n4c5c(sc4n3)CCCC5)c2)c1	3
92	Cc1ccc(OCc2nc3ncc(Br)cc3[nH]2)c(C)c1	-1
93	Cc1ccc(F)cc1NC(=O)CCc1c(C)nn(-c2ccc(N3CCCC3)nn2)c1C	-10
94	Cc1sc2ncnc(SCC(=O)Nc3ccccc3F)c2c1C	-2
95	O=C1CCn2c(CNc3ccc(F)cc3)ccc21	11
96	COc1ccc(NC(=O)C2=CC3C(=O)CC(c4ccccc4)CC3=NC2=O)cc1 (stereo not given)	-4
97	O=S(=O)(Cc1ccccc1)NCc1nc(NCCCc2ccccc2)c2ccccc2n1	-10
98	COc1ccc(-c2nc(SCC(=O)N3CCC(C)CC3)n[nH]2)cc1	-7
99	COc1ccc(NC(=O)Cn2ncc3c([nH]c4ccccc43)c2=O)cc1Cl	2
100	CCN1CCN(c2nc(C)c3c(n2)CC(c2ccc(OC)cc2)CC3=O)CC1 (stereo not given)	12
101	CCOC(=O)C1(CCOC)CCN(C(=O)c2cc(OC)c(OC)c(OC)c2)CC1	1
102	CC(=O)Nc1ccc(NC(=O)c2c(-c3ccccc3)noc2C)cc1	10
103	O=S(=O)(c1ccc(-c2csc(-c3cccnc3)n2)cc1)N1CCCC1	12
104	COc1cc(/C=C2/N=C(c3ccccc3)OC2=O)cc(Br)c1OC(=O)c1cccs1	-7
105	CCOc1ccccc1-c1cc(C(=O)N/N=C/c2ccccc2[N+](=O)[O-])c2ccccc2n1	-4
106	CN1CCC(OC2c3ccccc3CSc3sccc32)CC1 (stereo not given)	6
107	C/C(=N\NC(=O)Cc1cccs1)c1ccc(-n2ccnc2)cc1	0
108	COCCNC(=O)c1ccc2c(c1)CC(C)N2S(C)(=O)=O (stereo not given)	-11
109	Cc1cccc(N2CCN(C(=O)C3CCN(C(=O)c4cc5sccc5n4C)CC3)CC2C)c1 (stereo not given)	1
110	Cn1c(SCC(=O)N2CCCc3ccccc32)ncc(C(=O)Nc2ccc(F)cc2)c1=O	1

Additional compounds.
No.	Structure	RBX1-CUL1 inh
111	Cc1ccccc1NC(=O)C1CCN(S(=O)(=O)c2ccccc2)CC1	-15
112	CCOc1ccc(S(=O)(=O)Nc2cccc(OC)c2)c2cccnc12	-1
113	CCC(=O)N1N=C2c3cc(OC)ccc3CCC2C1c1ccccc1 (stereo not given)	4
114	COc1ccc(Cl)cc1NC(=O)Cn1ccn(Cc2ccc(C)cc2)c(=O)c1=O	7
115	CC1=NC2=C(C(=O)CCC2)C(c2ccc3c(c2)OCO3)C1C(=O)Nc1cc(C(F)(F)F)ccc1Cl (stereo not given)	-9
116	CCCCNC(=O)Cc1cccs1	10
117	COc1ccc(-c2ccc(/C=C3\SC(=Nc4ccccc4Cl)NC3=O)o2)cc1Cl	-15
118	Cc1ccc(/C=C2\N=C(N3CCCC(CO)C3)NC2=O)cc1 (stereo not given)	4
119	COc1cc(C23OC(c4cc5c(cc42)OCO5)C2C(=O)N(c4ccccc4)C(=O)C23)cc(OC)c1OC (stereo not given)	-9
120	CCOc1ccc(NC(=O)N2CCN(C(=O)c3nsc4ccccc34)CC2)cc1	-7
121	CC(Oc1ccc(Cl)cc1Cl)C(=O)NCCC1=CCCCC1 (stereo not given)	6
122	C/C(=N\NC(=O)C1CC1)c1ccc(Cl)c(Cl)c1	0
123	Cc1ccccc1C1C(/C=c2\sc3nc4ccccc4n3c2=O)=C(c2cccs2)Oc2ccccc21 (stereo not given)	1
